# D1 potentiator: Potentiators of Human D1 Dopamine Receptor: qHTS; D(1A) dopamine receptor (Homo sapiens), P21728; HEK293 TREx D1 cells, calcium flux, dopamine EC20 potentiation; potentiation, % at 10 µM; actives 0.036% (n = 360,000); AID 504651, 2011; in the data active = potentiation above about 30%; also: 0% is about no effect
# Target sequence (P21728 whole entry, looked up): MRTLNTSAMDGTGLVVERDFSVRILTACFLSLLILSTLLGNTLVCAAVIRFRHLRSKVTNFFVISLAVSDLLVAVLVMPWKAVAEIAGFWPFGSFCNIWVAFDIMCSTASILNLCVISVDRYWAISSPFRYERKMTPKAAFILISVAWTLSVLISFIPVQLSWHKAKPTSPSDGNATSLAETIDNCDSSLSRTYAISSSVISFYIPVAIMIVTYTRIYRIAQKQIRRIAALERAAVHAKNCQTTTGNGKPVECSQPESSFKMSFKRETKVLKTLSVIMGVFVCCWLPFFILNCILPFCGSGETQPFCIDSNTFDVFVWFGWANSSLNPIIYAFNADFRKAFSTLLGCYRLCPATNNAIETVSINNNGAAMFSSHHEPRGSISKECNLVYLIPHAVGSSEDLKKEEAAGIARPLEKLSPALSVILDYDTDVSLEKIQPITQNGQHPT
# Glioma ERSR ind: qHTS for Inducers of the Endoplasmic Reticulum Stress Response (ERSR) in Human Glioma: qHTS; U87-MG GRP78 promoter luciferase reporter, 16 h; Potency, µM, without a hit: at the top dose activation, usual class: activators; actives 0.02% (n = 420,000); AID 602332, 2012; also: potency is read from the fitted curve at half-maximal effect; series mostly up to about 76 µM; % of control where 0% means no effect; nearly all actives have a fitted effect of over 35% in size
#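 ERSR induction read as luciferase luminescence (Bright-Glo, 10 min at room temperature) in stably transfected human U87-MG glioma cells exposed to compounds for 16 h, using GRP78 as sensor.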
# RXFP1 ag: qHTS Assay for Agonists of the Relaxin Receptor RXFP1; Relaxin receptor 1 (Homo sapiens), Q9HBX9; HEK293T-RXFP1 cAMP TR-FRET, 30 min; response scale: percent of porcine relaxin response, buffer zero; Potency, µM (top dose mostly 57.5 µM), inactives show top-dose activation, actives largely listed as activators; actives 0.3% (n = 370,000); AID 2676, 2010; also: potency is read from the fitted curve at half-maximal effect; % is scaled to controls: 0 for no effect and ±100 for the full control effect; nearly all actives have a fitted effect of over 60% in size; many of its hits are not listed in these tables
#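 HEK293T cells stably expressing RXFP1 were pretreated with the PDE4 inhibitor Ro 20174, exposed to compounds for 30 min at 37C, lysed, and cAMP was read by TR-FRET. Data normalized to buffer (basal) and 29 nM porcine relaxin (100%).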
# D1 ag: Allosteric Agonists of the Human D1 Dopamine Receptor: qHTS; HEK293 T-REx D1 cells, calcium flux, agonist mode; activation, % at 2 µM; actives 1% (n = 360,000); D(1A) dopamine receptor (Homo sapiens), P21728; in the data active = activation above about 30%; also: 0% is about no effect
#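 Inducible HEK293 T-REx D1 cells, force-coupled to calcium signalling, were plated at 4000 cells/well with tetracycline and held overnight at 30 C. After no-wash calcium dye loading, compound-evoked calcium rise over 180 s flagged agonists.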
# Vif-APOBEC3F blk: qHTS for Inhibitors of Vif-A3F Interactions: qHTS | actives 0.2% (n = 390,000) | HeLa A3F-eYFP + Vif (tagged APOBEC3F with the HIV-1 protein that degrades it), YFP fluorescence increase | Potency, µM (titrated, usually from 46.1 µM), inactives show top-dose activity, negative = active; also: potency is read from the fitted curve at half-maximal effect; % of control where 0% means no effect; nearly all actives have a fitted effect of over 65% in size
#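 HeLa cells stably expressing Vif plus C-terminally eYFP-tagged A3F were seeded, incubated overnight at 37 deg C, dosed with compound, incubated overnight again at 37 deg C. Yellow fluorescence (Ex 488/Em 500-530) reported blocked Vif-mediated A3F-eYFP degradation.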
# D2 potentiator: HTS Assay for Positive Allosteric Modulators of the Human D2 Dopamine Receptor: Primary Screen for Potentiators; HEK293 T-REx D2, calcium flux, EC20 dopamine potentiation; actives 0.34% (n = 340,000); potentiation, % at 10 µM;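 active = potentiation over 3 SD above the plate norm, cut at about 30% in these data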; also: 0% is about no effect
#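 Potentiation of an EC20 dopamine calcium response measured kinetically over 180 s, after a preceding 180 s compound-only read flagging agonists. Cells: inducible Hek293 Trex D2 line, 4000/well, cultured overnight at 30 C before dye loading.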
# D1 antagonist: Antagonist of Human D 1 Dopamine Receptor: qHTS | activity change, negative = inhibition, % at 10 µM | actives 3.2% (n = 360,000) | D(1A) dopamine receptor (Homo sapiens), P21728 | HEK293 TREx D1 cells, calcium flux, dopamine EC80; hits give low values | AID 504652, 2011; in the data active = activity change below about -30%; also: % is scaled to controls: 0 for no effect and ±100 for the full control effect
#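 After overnight tetracycline induction at 30 C, force-coupled D1 HEK293 cells took up a no-wash calcium dye at room temperature. Compounds were added and monitored 180 s, and the response to EC80 dopamine was then recorded.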
# LDHA block: qHTS assay for inhibitors of human lactate dehydrogenase; L-lactate dehydrogenase A chain (Homo sapiens), P00338; activity change, % (values are at about 110 or 230 µM); actives 0.15% (n = 480,000); purified LDHA, NADH/diaphorase-resazurin fluorescence; hits give low values; in the data active = activity change below about -30%; inconclusive = mostly about -25% to -30%;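 also: plate controls were DMSO wells for no effect and wells without enzyme for full effect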
#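 Resorufin fluorescence (ex540/em590), read at 0 and 20 min after diaphorase/resazurin addition, reports the NADH left after a 5 min room-temperature reaction of 2 nM human LDH5 with 0.06 mM NADH and 0.2 mM pyruvate.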
# Vif-A3G inh: qHTS for Inhibitors of Vif-A3G Interactions: qHTS | DNA dC->dU-editing enzyme APOBEC-3G (Homo sapiens), Q9HC16 | HeLa A3G-eYFP + Vif (tagged APOBEC3G with the HIV-1 protein that degrades it), YFP fluorescence, overnight | Potency, µM (highest dose often 46.1 µM), for inactives: at the highest dose activity, negative = active, hits mostly inhibitors | actives 0.076% (n = 410,000) | AID 602310, 2012;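 also: potency is read from the fitted curve at half-maximal effect; % is scaled to controls: 0 for no effect and ±100 for the full control effect; nearly all actives have a fitted effect of over 60% in size; hits raise eYFP signal because A3G escapes Vif-driven loss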
# Target sequence (Q9HC16 whole entry, looked up): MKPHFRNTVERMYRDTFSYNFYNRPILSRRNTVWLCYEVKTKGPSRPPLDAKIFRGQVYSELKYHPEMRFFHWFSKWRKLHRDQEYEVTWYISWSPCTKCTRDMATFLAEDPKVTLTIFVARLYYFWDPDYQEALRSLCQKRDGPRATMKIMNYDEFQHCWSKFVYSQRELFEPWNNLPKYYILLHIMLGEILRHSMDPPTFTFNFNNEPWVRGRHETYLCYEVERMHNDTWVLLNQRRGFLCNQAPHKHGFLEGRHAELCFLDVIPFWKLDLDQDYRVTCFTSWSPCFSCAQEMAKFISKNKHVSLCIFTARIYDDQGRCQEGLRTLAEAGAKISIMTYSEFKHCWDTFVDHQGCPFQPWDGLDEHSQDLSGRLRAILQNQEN
#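 Read-out is eYFP fluorescence (Ex 488/Em 500-530) from Vif-expressing HeLa A3G-eYFP cells; more signal means A3G escaped Vif-mediated degradation. Cells plated overnight, compound pinned in, incubated overnight at 37 deg C.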
# Active calls of the source: *; ? = inconclusive; . = no result given; & = joins results of further samples. Unless noted, calls follow the shape of the dose curve; as a rule, active = well fitted curve in the direction sought with a large enough effect; inconclusive = small, poorly fitted or top-dose-only effect, or another doubt; inactive = no such curve, though single readings can be large; an effect the other way counts as inactive or inconclusive. Not all compounds are listed, so the mix of outcomes need not match the whole.
SMILES,D1 potentiator,Glioma ERSR ind,RXFP1 ag,D1 ag,Vif-APOBEC3F blk,D2 potentiator,D1 antagonist,LDHA block,Vif-A3G inh
O=[N+]([O-])c1ccc2nc(SCc3cn4cccnc4n3)[nH]c2c1,-1,-3%,0.0%,1,6%,5,-16,-1,-1%
Cc1c(C(=O)OCCN2CCCCC2)oc2ccccc12,1,3%,2.0%,2,-3%,-11,-5,0,0%
COc1ccc(NC(C)=O)cc1C#N,-3,-5%,-0.4%,3,-8%,-4,14,-1,0%
Cc1cc(C)c(NC2=NCC(=O)N2C2CCCCC2)c(C)c1,-1,2%,-0.1%,9,4%,11,-7,-1,3%
CCOC(=O)c1c(C)n(CC)c2c1cc(O)c1ccccc12,-8,0%,-0.2%,2,-2%,4,-11,6,0%
CC(=O)Nc1ccc(S(=O)(=O)Nc2ccc(-c3ccc4nnc(C)n4n3)cc2)cc1,10,-5%,3.5%,2,15%,.,8,-10,3%
CCOc1ccc(NC(=O)c2cccc3c2C(=O)N(Cc2cccnc2)C3)cc1,-10,2%,-0.2%,16,1%,18,-14,-3,-2%
COc1cc2c(cc1NC(=O)COC(=O)C1CC(=O)N(Cc3ccco3)C1)oc1ccccc12 (stereo not given),2,6%,1.6%,2,0%,-6,28,-4,-1%
COc1ccc2c(c1)CCc1cn[nH]c1-2,6,3%,-3.7%,0,3%,-1,3,5,0%
CC(=O)c1cccc(NC(=O)C(C)OC(=O)C2=NNC(=O)CC2)c1 (stereo not given),.,-7%,.,.,6%,.,.,-3,2%

# Taken from above:
# CC(=O)Nc1ccc(S(=O)(=O)Nc2ccc(-c3ccc4nnc(C)n4n3)cc2)cc1 | D1 ag = 2
# COc1cc2c(cc1NC(=O)COC(=O)C1CC(=O)N(Cc3ccco3)C1)oc1ccccc12 (stereo not given) | D1 potentiator = 2
# O=[N+]([O-])c1ccc2nc(SCc3cn4cccnc4n3)[nH]c2c1 | Vif-A3G inh = -1%

# (further entries)
SMILES,D1 potentiator,Glioma ERSR ind,RXFP1 ag,D1 ag,Vif-APOBEC3F blk,D2 potentiator,D1 antagonist,LDHA block,Vif-A3G inh
Cc1ccc(S(=O)(=O)Cn2nnnc2C(C(C)C)N2CCC(O)CC2)cc1 (stereo not given),-8,1%,1.1%,3,5%,-12,-24,-2,-9%
COc1ccc(C)cc1N(CC(=O)NC1CCCC1)C(=O)CCC(=O)Nc1nc(C)cs1,-4,-5%,1.5%,7,-1%,1,-14,-5,-1%
Cc1cc(C(=O)OC(C)C(=O)Nc2nc(-c3ccccc3)cs2)c(C)o1 (stereo not given),-1,2%,1.8%,1,-2%,28,-2,3,-9%
CCC(C(=O)NC(CC(=O)O)c1ccc(Cl)cc1)c1ccccc1 (stereo not given),-10,-5%,-1.1%,0,-2%,-3,0,-3,1%
Cc1nn(C)c(C)c1NS(=O)(=O)c1ccc(OC(F)(F)F)cc1,-6,-6%,1.3%,13,4%,-3,-91*,-5,-1%
CC(=O)NC(Cc1cccc(F)c1)C(=O)NC1CCN(C(=O)Nc2ccc(C)cc2)CC1 (stereo not given),0,-1%,-0.6%,3,11%,.,4,-1,0%
Cc1cccc(N2CCN(C(=O)C3CCCN(S(=O)(=O)c4ccc5c(c4)oc(=O)n5C)C3)CC2)c1C (stereo not given),-2,-1%,0.7%,4,-4%,-8,-31*,-2,1%
Cc1ccc(CN2CC(C(=O)NCCCSc3ccccc3)CC2=O)cc1 (stereo not given),-1,-2%,-3.6%,1,4%,4,-18,-4,1%
O=C(CSc1nc2c([nH]c3ccccc32)c(=O)n1-c1ccccc1)N1CCCCCC1,-7,-4%,-0.6%,0,-10%,9,-5,-7,-12%
CCCCn1c(N)c(N(CCC(C)C)C(=O)COC(=O)/C=C/c2ccc(F)cc2)c(=O)[nH]c1=O,.,-4%,.,.,-5%,.,.,-6,-1%
O=S(=O)(NCc1ccc2c(c1)OCO2)c1ccc(F)c(F)c1,-6,-1%,1.3%,3,1%,-10,4,0,0%
CC(=O)Nc1nnc(SCC(=O)NC2CC2)s1,-2,-2%,-2.5%,0,?,-1,-5,-3,0%
Cc1c(C)c2cc(Cl)c(OCC(=O)NCCCn3ccnc3)cc2oc1=O,3,-3%,3.1%,1,-9%,11,1,-2&-2,1%
COc1ccc([N+](=O)[O-])c(OC)c1C(=O)NC(=O)Nc1c(F)cc(F)cc1F,0,2%,1.9%,5,-9%,6,0,-5,1%
COc1ccc(Cn2nnnc2CN2CCC(O)(c3ccc(F)cc3)CC2)cc1,6,-4%,0.6%,3,4%,-1,-2,-2,-2%
C[C@H]1C=C(C(=O)NCc2ccccc2)O[C@@H](OCc2ccc(CO)cc2)C1,-2,0%,0.4%,-5,4%,-8,-6,-7,0%
CC(=O)c1c(C)nc(-c2ccccc2)nc1NC(=O)Cc1ccccc1,2,1%,0.5%,1,-8%,-2,5,-5,-10%
CCCNC(=O)COC(=O)/C=C/c1ccc2c(c1)OCO2,1,1%,0.1%,1,1%,-1,-2,-5,1%
COc1cc(S(=O)(=O)Nc2c(C)nn(C)c2C)ccc1NC(C)=O,-5,-2%,-0.9%,1,3%,5,1,-1,1%
COc1ccc(-c2csc3ncnc(Nc4ccccc4)c23)cc1,0,-3%,3.0%,5,3%,3,-12,-8,-1%
COc1ccc(NC(=S)N(CCN2CCOCC2)Cc2cc3cc4c(cc3[nH]c2=O)OCCO4)cc1,-1,3%,0.7%,2,3%,4,-1,1,0%
CCOC(=O)N(Cc1ccccc1)Cc1ccc(C(=O)N[C@@H](Cc2ccccc2)C(=O)O)cc1,.,-2%,.,.,-18%,.,.,-2,-1%
CC(=O)Cn1cnc2scc(-c3ccc(C)c(C)c3)c2c1=O,-1,0%,0.0%,3,1%,-2,5,2,-4%
O=C1CCCC(=O)C1C(=O)C1CCN(S(=O)(=O)c2ccccc2)CC1,-2,-6%,-0.9%,3,4%,1,0,-9,3%
CCn1c(=O)c2cc(C(=O)Nc3ccccc3OC)sc2c2ccccc21,-6,3%,12%,3,11%,-3,-8,-6,-5%
C=CCn1c(SCC(=O)NCc2cccs2)nnc1C1CCCCC1,-2,-3%,3.5%,0,-5%,-1,-1,2,1%
COc1cc2c(cc1OC)CN(CC(=O)Nc1cccc(C)c1)CC2,-7,-2%,0.3%,1,3%,-25,-28,-3,-5%
COC(=O)c1cc(NC(=O)Nc2ccc3snnc3c2)cc(C(=O)OC)c1,-4,-2%,-1.5%,7,12%,4,-13,-3,-6%
CC[C@@]1(C(=O)OC)N[C@H](CN(C)C(C)=O)[C@@H]2C(=O)N(Cc3ccccc3)C(=O)[C@@H]21,.,-4%,.,.,-1%,.,.,-6,-11%
Cc1ccc(-c2nnc(-c3ccccc3Br)o2)cc1,-2,-6%,1.7%,3,5%,8,8,-4,-8%
CCCCNc1oc(-c2ccc(COc3ccccc3C)o2)nc1C#N,0,0%,3.7%,2,?,14,0,-2,-10%
Cc1[nH]c(=O)[nH]c(=O)c1CSCC(=O)OCC(=O)c1ccc(Br)cc1,5,15%,2.1%,-3,0%,14,2,-2,-1%
Cc1nn(-c2ccccc2)c2nc(N)c(C#N)c(-c3ccc(C(C)(C)C)cc3)c12,-3,-1%,8.0%,2,1%,-18,-4,0,0%
O=C(O)c1ccc2c(c1Sc1ccccc1)C(=O)c1ccccc1C2=O,-2,.,11%,1,.,4,7,.,.
O=C(COc1ccc(Cl)cc1)OCc1cc(=O)n2nc(C3CC3)sc2n1,-8,-1%,?,6,-2%,8,-9,2,-1%
N#Cc1cnc(Sc2ccccc2)nc1,3,-3%,-1.2%,5,-14%,2,9,-1,-10%
Cc1sc2ncn(CC(=O)NCCCC(=O)N(C)Cc3ccccc3)c(=O)c2c1C,8,-3%,6.0%,3,7%,.,-3,-2,2%
COc1ccc(/C=N/NC(=O)Nc2cccc3nsnc23)c(OC)c1,-6,-4%,7.1%,4,-13%,3,3,2,-6%
CCCC(=O)Nc1cc(C)c(NC(=O)Cc2ccccc2)cn1,-2,.,-0.8%,3,.,-2,-6,.,.

# 5 entries picked at random from those above, as already listed:
SMILES,D1 potentiator,Glioma ERSR ind,RXFP1 ag,D1 ag,Vif-APOBEC3F blk,D2 potentiator,D1 antagonist,LDHA block,Vif-A3G inh
CC(=O)c1cccc(NC(=O)C(C)OC(=O)C2=NNC(=O)CC2)c1 (stereo not given),.,-7%,.,.,6%,.,.,-3,2%
CCOc1ccc(NC(=O)c2cccc3c2C(=O)N(Cc2cccnc2)C3)cc1,-10,2%,-0.2%,16,1%,18,-14,-3,-2%
CCOC(=O)c1c(C)n(CC)c2c1cc(O)c1ccccc12,-8,0%,-0.2%,2,-2%,4,-11,6,0%
COc1cc2c(cc1OC)CN(CC(=O)Nc1cccc(C)c1)CC2,-7,-2%,0.3%,1,3%,-25,-28,-3,-5%
COc1ccc(Cn2nnnc2CN2CCC(O)(c3ccc(F)cc3)CC2)cc1,6,-4%,0.6%,3,4%,-1,-2,-2,-2%

# Assay outcomes as filed in PubChem.
